Source: PubChem
N370S GC mod: inhibitors or activators of N370S glucocerebrosidase for Gaucher disease; P04062; N370S GC spleen homogenate, 4MU-glucoside fluorescence; Potency, µM (series often up to 59.4 µM), inactives show at the highest dose activity change, negative = inhibition, most hits filed as inhibitors; 330,000 tested, 0.092% active; AID 2101;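 further: 0% = full enzyme activity and -100% = no enzyme basal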
FEN1 inh: blocks human flap endonuclease 1. 390,000 tested, 0.35% active. Recombinant FEN1 flap cleavage, fluorescence, 15 min. Potency, µM (titrated, usually from 114 µM), for inactives: at the top dose activity change, negative = inhibition, hits mostly inhibitors; further: nearly all actives have a fitted effect of over 65% in size
Target sequence (P39748 whole entry, looked up): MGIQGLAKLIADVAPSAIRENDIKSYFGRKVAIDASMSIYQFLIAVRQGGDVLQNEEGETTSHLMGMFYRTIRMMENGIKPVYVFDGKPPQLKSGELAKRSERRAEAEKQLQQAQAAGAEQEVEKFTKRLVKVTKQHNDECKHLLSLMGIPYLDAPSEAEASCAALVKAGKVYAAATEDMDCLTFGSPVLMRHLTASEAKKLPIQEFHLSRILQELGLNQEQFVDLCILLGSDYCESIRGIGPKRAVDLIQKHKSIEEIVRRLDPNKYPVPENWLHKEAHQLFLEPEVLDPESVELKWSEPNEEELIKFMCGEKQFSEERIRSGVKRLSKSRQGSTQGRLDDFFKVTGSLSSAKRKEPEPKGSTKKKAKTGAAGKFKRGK
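Steps: FEN1 (10 nM) dispensed; compound added by pin tool; 15 min at room temperature; substrate added to 50 nM final; reads at 0 min and 15 min; data normalized and fitted (four-parameter Hill).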
TDP1 cell CPT: DT40-hTDP1 cell growth loss with CPT; chicken DT40 Tdp1-/-;hTDP1 cells + 20 nM CPT, ATP luminescence, 48 h; Potency, µM (highest dose often 46.2 µM), inactives show at the highest dose activity change, negative = growth inhibition, most hits filed as inhibitors; 420,000 tested, 12% active; AID 686979; further: nearly all actives have a fitted effect of over 55% in size
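Cell growth measured by CellTiter-Glo luminescence after a minimum 48 h, 37 C compound exposure with 20 nM CPT in Tdp1-knockout DT40 cells stably expressing hTDP1, seeded 400/well; qHTS titration format.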
Starred values were filed as active, the others as inactive; ? = inconclusive; . = no result given; [ ] = remark or other dose. The call rests on the fitted dose curve; in most records, active means well fitted curve in the direction sought with a large enough effect; inconclusive means small, poorly fitted or top-dose-only effect, or another doubt; inactive means no such curve, though single readings can be large; an effect the other way counts as inactive or inconclusive. Unless noted, on the % scale 0 is the no-effect control and ±100 the full control effect; potency means the concentration at half of the fitted maximal effect. An excerpt. The share of hits here may be higher or lower than overall.

Start of the listing, in advance, six compounds:
SMILES	N370S GC mod	FEN1 inh	TDP1 cell CPT
Cc1nnc(SCC(=O)NCc2ccccc2Cl)n(N)c1=O	13.1%	0.1%	-14.1%
CC1CCN(S(=O)(=O)N2CCC(C(=O)NCc3cccnc3)CC2)CC1	-3.6%	18.1%	-26.2%
CCCCn1cnc2c(c1=O)c1nc3ccccc3nc1n2Cc1ccc2c(c1)OCO2	22.9%	2.5%	?
COc1ccc(C(=O)NCS(=O)(=O)c2ccc(C)cc2)cc1	7.4%	-5.6%	13.1%
S=C(NCCc1ccccc1)N1CCCC1	.	2.4%	11.0%
COc1ccc(OCC(=O)Nc2cccc(C(=O)OCc3cc(=O)n4nc(C)sc4n3)c2)cc1	.	-7.6%	?

Main list, previewed entries included:
SMILES	N370S GC mod	FEN1 inh	TDP1 cell CPT
Cc1nnc(SCC(=O)NCc2ccccc2Cl)n(N)c1=O	13.1%	0.1%	-14.1%
CC1CCN(S(=O)(=O)N2CCC(C(=O)NCc3cccnc3)CC2)CC1	-3.6%	18.1%	-26.2%
CCCCn1cnc2c(c1=O)c1nc3ccccc3nc1n2Cc1ccc2c(c1)OCO2	22.9%	2.5%	?
COc1ccc(C(=O)NCS(=O)(=O)c2ccc(C)cc2)cc1	7.4%	-5.6%	13.1%
S=C(NCCc1ccccc1)N1CCCC1	.	2.4%	11.0%
COc1ccc(OCC(=O)Nc2cccc(C(=O)OCc3cc(=O)n4nc(C)sc4n3)c2)cc1	.	-7.6%	?
O=C(NCCc1nc2ccccc2[nH]1)/C(=C/c1ccco1)NC(=O)c1ccc(Br)cc1	-29.3%	-3.4%	23.1µM*
CC(=O)c1ccc(NC(=O)C(C)Sc2nnc(C3CC3)n2C2CC2)cc1 (stereo unspecified)	.	-2.0%	-23.6%
Cc1ccc(C)c(CN2CCCN(Cc3ccc(F)cc3)S2(=O)=O)c1	.	-11.0%	?
O=[N+]([O-])c1cc(S(=O)(=O)Nc2ccccc2)ccc1N1CCN(c2ccc(O)cc2)CC1	-1.4%	9.6%	?
Cc1cc(OC(=O)c2ccccc2Br)c([N+](=O)[O-])c(=O)[nH]1	1.8%	-6.2%	33.2%[activator]
CCOC(=O)C1CCCN(C(=O)c2ccc3c(c2)N(Cc2cccc(Cl)c2)C(=O)c2ccccc2S3(=O)=O)C1 (stereo unspecified)	.	-13.9%	?
O=C(COC(=O)c1ccc2c(c1)C(=O)N(CCc1ccccc1)C2=O)Nc1ccc(OC(F)F)cc1	5.5%	-6.1%	-10.8%
CCOC(=O)CN(C(=O)CSc1nnc(CNc2ccc(F)cc2)n1C)c1ccccc1	-18.8%	-0.9%	-12.0%
Cc1nn(C(C)C(=O)Nc2ccc(Cl)cn2)c(C)c1[N+](=O)[O-] (stereo unspecified)	6.8%	-5.7%	-17.2%
COc1ccc(CNC(=O)c2cnc3sc(N4CCCC4)nn3c2=O)cc1OC	.	-7.4%	9.2µM*
C/C(=N\NC(=O)c1ccc(Cl)cc1)c1cccc(NC(=O)c2cccnc2)c1	10.5%	0.5%	?
COc1ccc(C)cc1S(=O)(=O)Nc1ccccc1C	1.8%	-3.4%	22.6%
COc1cc2c(C(=O)N3CCN(C)CC3)c(CSc3ccccc3)n(C)c2cc1Br	?	-15.5%	?
Cc1ccc(NC(=O)CCNC(=O)c2ccccc2Cl)cc1S(=O)(=O)N(C)C	-0.5%	18.4%	-16.5%
CCCNC(=O)c1ccc(Cl)c(Cl)c1	8.2%	3.1%	-22.0%
COc1cc(NC(=O)c2nc3ccccc3nc2N2CCCCC2)cc(OC)c1OC	.	-19.9%	?
Cc1nnc(-c2ccccc2)[nH]c1=O	6.2%	-14.9%	11.4%
CCOc1cccc(C(=O)Nc2ccncc2)c1	-13.0%	7.7%	23.1µM*
CC(C)(C)c1ccc(-c2nc(C#N)c(NCc3cccnc3)o2)cc1	18.9%	?	-26.8%
CCCCN1C(=N)N([C@@H](C)CN2CCC[C@H]2CN2C(N)=NC[C@H]2CC(C)C)C[C@H]1[C@H](C)CC	.	-15.5%	23.1µM*
COc1ccc(Cl)cc1C(=O)CSc1nc(N)cc(N)n1	5.7%	9.8%	-22.2%
CSc1ccccc1C(=O)N1CCC(CCC(=O)NCc2ccc(F)cc2)CC1	-26.1%	4.8%	?
COc1ccc(C2(c3ccc(OC)cc3)NC(=O)N(CC(=O)NC(C)C)C2=O)cc1	-2.4%	0.4%	-15.4%
O=C1c2ccc(Oc3ccc4c(c3)C(=O)N(CCCCO)C4=O)cc2C(=O)N1CCCCO	-7.3%	-7.6%	5.1%
O=C(c1ccc(N2CCOCC2)c([N+](=O)[O-])c1)N1CCN(S(=O)(=O)c2cccs2)CC1	-0.8%	-7.5%	?
COC(=O)c1ccc(COC(=O)c2ccc(C)c(S(=O)(=O)N3CCCCC3)c2)cc1	21.1%	1.0%	29.1µM*
Nc1ccccc1SCc1ccccc1	7.4%	5.2%	-20.7%
O=C(O)CSCC(=O)NCc1ccccc1	-3.0%	-3.0%	-5.7%
Cc1c(N(C)S(=O)(=O)c2cccc(C(=O)NCC3CCCO3)c2)c(=O)n(-c2ccccc2)n1C (stereo unspecified)	-11.8%	-0.5%	-0.2%
S=C1NCN(Cc2ccccc2)CN1	15.1%	-10.7%	-0.5%
O=C1Cc2cc(S(=O)(=O)N3CCNCC3)ccc2N1	.	-0.1%	-14.3%
Cc1cc(C)cc(NC(=O)CSc2nnc(Cc3cccn3C)n2-c2ccc(F)cc2)c1	-3.3%	-20.2%	-22.7%
CN(C)c1ccc(/C=C(/NC(=O)c2ccccc2)C(=O)N/N=C/c2ccc([N+](=O)[O-])c(O)c2)cc1	-13.8%	?	?
CCc1ccc(-n2cc(-c3ccc(F)cc3)[n+]3c2SCCC3)cc1	-1.4%	-2.3%	4.61µM*
CC(Oc1ccc(F)cc1)C(=O)Oc1ccc(N(C)S(=O)(=O)c2ccccc2)cc1 (stereo unspecified)	-7.2%	-9.7%	-22.8%
CC(=O)c1sc(-c2ccc(F)cc2)cc1NS(=O)(=O)c1ccccc1	6.1%	1.9%	-6.6%
Cc1nc(N2CCN(C(=O)c3ccco3)CC2)c2oc3ccccc3c2n1	3.7%	-4.1%	14.6µM*
CC(C)[C@H](NS(=O)(=O)c1ccccc1)C(=O)OCn1nnc2ccccc2c1=O	.	-0.8%	-20.0%
O=C(Nc1ccc(S(=O)(=O)N2CCCCC2)cc1)C1CCN(C(=O)c2ccco2)CC1	-6.0%	0.9%	-52.6%
CCOc1ccc(N(CC(=O)Nc2ccc(C)cc2)S(=O)(=O)c2c(C)noc2C)cc1	0.4%	1.5%	?
Cc1cc(=O)oc2cc(OCC(=O)OCC(=O)NC(=O)NC(C)C)ccc12	-0.7%	19.4%	-7.1%
COc1ccc(-c2[nH]nc3c2C(c2ccccc2OC(=O)N2CCOCC2)C(C#N)=C(N)O3)cc1 (stereo unspecified)	-5.6%	-8.3%	-18.0%
Cc1ccn2cc(CNC(=O)c3cccs3)nc2c1	1.2%	1.6%	-3.8%
O=C(CSc1nncc2ccccc12)N1CCOCC1	-0.7%	-15.3%	-2.6%
Next section.
SMILES	N370S GC mod	FEN1 inh	TDP1 cell CPT
O=C(COC(=O)CCS(=O)(=O)c1ccccc1)Nc1cc(S(=O)(=O)N2CCCCC2)ccc1Cl	3.7%	14.3%	-10.6%
O=C(c1csnn1)N1CCC[C@@]2(CCN(Cc3cc(C(F)(F)F)cc(C(F)(F)F)c3)C2)C1	-11.6%	.	?
O=C(NCCCN1CCOCC1)c1cc(C(=O)C2CCCCC2)c[nH]1	5.1%	7.0%	2.4%
O=C(CN1C(=O)NC(c2ccccc2)(c2ccccc2)C1=O)N1CCN(c2ccc(F)cc2)CC1	.	-6.2%	?
COC(=O)c1ccc(C(=O)OC)c(NC(=O)Nc2ccc3c(c2)OCO3)c1	13.7%	-2.4%	-3.7%
CN1CCN(C(=O)C2CC(c3c(F)cccc3Cl)=NO2)CC1 (stereo unspecified)	0.4%	-0.7%	-10.6%
CCOc1ccccc1NC(=O)c1nnn(CC(=O)Nc2ccc(OC)c(OC)c2)c1N	.	-9.5%	-6.5%
COC(=O)c1onc(-c2ccccc2)c1C(=O)OC	2.6%	-1.3%	1.6%
Cc1ccc(S(=O)(=O)N2CCN(c3nc(-c4cccs4)cc4ccccc34)CC2)cc1	.	-3.9%	?
NSc1nc(N)c2nc(-c3ccccc3)c(-c3ccccc3)nc2n1	9.5%	-0.6%	?
CS(=O)(=O)N1CCC[C@@]2(CCN(C(=O)Nc3ccccc3)C2)C1	6.5%	.	9.9%
Cc1sc2ncnc(SCC(=O)N3CCCCC3)c2c1C	-3.5%	14.6%	-24.5%
COc1ccc(NC(=O)CCCCC#Cc2ccccc2)cc1	2.4%	-20.8%	?
COC(=O)c1c(NC(=O)/C=C/c2ccc(OC)c(OC)c2)sc2c1CCC2	.	-5.9%	?
CC(C)=CCC[C@](C)(O[C@@H]1O[C@H](CO[C@@H]2OC[C@@H](O)[C@H](O)[C@H]2O)[C@@H](O)[C@H](O)[C@H]1O)C1CC[C@]2(C)C1[C@H](O)CC1[C@@]3(C)CC[C@H](O[C@@H]4O[C@H](CO)[C@@H](O)[C@H](O)[C@H]4O)C(C)(C)C3CC[C@]12C (stereo partly specified)	.	-3.3%	?
Cc1ccc(Cn2cc(S(=O)(=O)c3ccc(Cl)cc3)c(=O)c3cc(F)ccc32)cc1	11.2%	-1.0%	-27.8%
COc1ccc(-c2ccc(CCC(=O)O)n2CC(=O)Nc2ccccc2C)cc1	2.4%	-4.4%	-11.4%
C1CCN=C(Nc2nn[nH]n2)CC1	-2.8%	-9.8%	1.7%
Cn1c(=O)c2[nH]c(CCNC(=O)c3ccccc3)nc2n(C)c1=O	.	2.4%	7.0%
CC1CC2OC(=O)C3(C)CCCC(C)(C23)C1(O)CCc1ccoc1 (stereo unspecified)	-0.5%	-2.9%	-29.3%
CCOc1ccc(NS(=O)(=O)c2ccc(C(=O)N(C)C)s2)cc1	.	19.7%	?
COc1ccc([C@@H]2CC=C(C(=O)O)[C@H](c3ccc(F)cc3)N2S(=O)(=O)c2ccc(Cl)cc2)cc1	-9.2%	4.3%	-20.4%
COc1ccccc1OCCn1cc(/C=N/NC(=O)c2ccncc2)c2ccccc21	-12.3%	?	-28.0%
Cc1ccc(OC(C)C(=O)Nc2cc(C)on2)cc1 (stereo unspecified)	-4.5%	-2.8%	-15.0%
O=C(COc1ccccc1)NCC(=O)N/N=C/c1ccc(O)cc1O	-17.2%	-1.1%	?
COc1ccccc1NC(=O)CN1CCN(CC(=O)Nc2ccc(Cl)c(C(F)(F)F)c2)CC1	?	-11.5%	14.6µM*
CCCCc1nnc(NC(=O)CCS(=O)(=O)c2ccc(Cl)cc2)s1	.	16.5%	6.51µM*
COc1ccc(OC)c(-c2nc3cc4ccccc4cc3nc2-c2ccccc2)c1	16.0%	-3.9%	?
Cc1ccc(-n2c(SCC(=O)N/N=C/C=C/c3ccccc3[N+](=O)[O-])nc3ccccc3c2=O)cc1	-18.0%	15.3%	-19.7%
CCN(CCNC(=O)Nc1ccc(Cl)cc1)c1ccccc1	-3.1%	?	?

Complete entries, quoted from the list. Values in the order: N370S GC mod | FEN1 inh | TDP1 cell CPT
Cc1nnc(-c2ccccc2)[nH]c1=O is listed with 6.2% | -14.9% | 11.4%
COc1ccc(Cl)cc1C(=O)CSc1nc(N)cc(N)n1 is listed with 5.7% | 9.8% | -22.2%

The results go on:
SMILES	N370S GC mod	FEN1 inh	TDP1 cell CPT
CCOc1ccc(S(=O)(=O)N(C)c2ccc(OCC(=O)Nc3ccc4[nH]c(=O)[nH]c4c3)cc2)cc1	4.9%[2.35 µM]	-5.4%	-23.9%
Cn1nc(C(=O)N2CCN(C(c3ccccc3)c3ccccc3)CC2)c2ccccc2c1=O	-5.0%	7.6%	23.1µM*
CCc1cccc(NC(=O)CSC2=NS(=O)(=O)c3ccccc32)c1	2.4%	1.5%	2.59µM*
O=C(Cn1cnc2ccccc2c1=O)Nc1ccc(-c2nnc3n2CCCCC3)cc1	5.9%	1.0%	-16.8%
C=CCOC(=O)/C(=C\c1cccc2ccccc12)NC(=O)c1ccccc1	14.6%	-12.3%	-24.9%
CCCC(c1nnnn1Cc1ccc(F)cc1)N1CCN(C)CC1 (stereo unspecified)	7.9%	2.1%	-5.9%
Cc1nn2c(-c3ccncc3)nnc2c2ccccc12	0.7%	-6.7%	?
O=C(O)CCCNC(=O)OCc1ccccc1	-6.0%	12.8%	3.2%
CCN1C(=O)[C@@H]2[C@@H](c3ccc(-c4cc(C(C)=O)cs4)cc3)N3CCC[C@@]3(C(=O)OC)[C@@H]2C1=O	.	-22.8%	?
CCc1nnc(SCc2cccc(F)c2)nc1CC	.	-2.3%	-1.9%
CC(C)[C@H](NC(=O)OCc1ccccc1)C(=O)OCC(=O)N1CCN(c2ccccc2)CC1	-3.5%	0.4%	7.6%
CCOC(=O)c1[nH]c(C)c(CCC(=O)N2CCN(c3cccc(C)c3C)CC2)c1C	.	2.6%	14.6µM*
